Compound activity: PubChem BioAssay, Broad Institute
GSIS activator – primary screen for activators of insulin secretion dependent on glucose, INS-1E cells, GLuc reporter luminescence. activation, % at 16.6 µM. 370,000 tested, 0.61% active. AID 743287. INS-1E GLuc reporter insulin secretion, 2-3 h;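 active = lowest replicate activation of at least 40%, so every replicate reaches that level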;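 note: 0% = median of neutral control wells and 100% = median of IBMX positive control wells; some compounds called inactive have numbers as strong as hits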
esBAF inh – blocks esBAF chromatin remodeling in mouse ES cells. Bmi1-luciferase knock-in reporter, 24 h; 100% = twice the neutral-well signal. reporter increase, % at 12.5 µM. 350,000 tested, 2% active; in the data active = activation above about 40%;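 note: 0% = median of the plate's neutral control wells and 100% = double that signal; a rise in the Bmi1 reporter signal indicates esBAF inhibition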
ARNT TACC3 PPI – ARNT/TACC3 interaction disruption; Q9Y6A5; AlphaScreen His-ARNT PAS-B/GST-TACC3 binding, luminescence; TACC3 fragment carries E629A point mutation; inhibition, % at 9.99 µM; 390,000 tested, 0.66% active;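 active = mean inhibition of replicates at least 50% and at least half of replicates each reaching 50%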;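 note: 0% = complete ARNT plus TACC3 wells and 100% = ARNT alone without TACC3; many hits fall short of the cut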
XiGFP reactiv – activators of X-chromosome reactivation in mouse fibroblasts; 360,000 tested, 0.055% active; activation, % at 7.58 µM; XiGFP mouse fibroblasts, % GFP-positive cells imaging, 3 d; cells co-treated with 5-aza-dC sensitizer; scaled so ellipticine positive control = 100%; AID 743238;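 active = mean normalized replicate activation at least 10% and every replicate at or above 10%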;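 note: 0% = median of on-plate neutral control wells and 100% = ellipticine 6 µM median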
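Material: SV40-immortalized XiGFP fibroblast cells, line 68-5-11 | Buffer or medium: DMEM containing 5-aza-dC | Dosing: One concentration, pinned | Times: 3 d treatment, 15 min room-temperature fixation | Controls: Ellipticine 6 µM positive control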
RAD54 branch – inhibitors of human RAD54 branch migration; Q92698; RAD54 Holliday junction branch migration, FAM/BHQ fluorescence; inhibition, % at 10.4 µM; 360,000 tested, 0.14% active;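 active = mean normalized replicate activity at least 40 and at least half of replicates scoring 40 or more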;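 note: 0% = median of neutral control wells and 100% = median of positive control wells; inhibitors cause a drop in the FAM fluorescence signal; in these data hits start at about 50%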
ERAP1 inh – blocks human ERAP1 aminopeptidase activity; Q9NZ08; recombinant ERAP1, Leu-AMC fluorescence, 60 min; inhibition, % at 10.7 µM; 340,000 tested, 0.15% active; AID 652197;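 active = mean replicate inhibition of at least 30%, or all replicates individually reaching that 30% level; inactive = mean below 30% and not every replicate reaching it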;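 note: 0% = neutral control wells and 100% = L-leucinethiol positive control wells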
Target sequence (Q9NZ08 whole entry, looked up): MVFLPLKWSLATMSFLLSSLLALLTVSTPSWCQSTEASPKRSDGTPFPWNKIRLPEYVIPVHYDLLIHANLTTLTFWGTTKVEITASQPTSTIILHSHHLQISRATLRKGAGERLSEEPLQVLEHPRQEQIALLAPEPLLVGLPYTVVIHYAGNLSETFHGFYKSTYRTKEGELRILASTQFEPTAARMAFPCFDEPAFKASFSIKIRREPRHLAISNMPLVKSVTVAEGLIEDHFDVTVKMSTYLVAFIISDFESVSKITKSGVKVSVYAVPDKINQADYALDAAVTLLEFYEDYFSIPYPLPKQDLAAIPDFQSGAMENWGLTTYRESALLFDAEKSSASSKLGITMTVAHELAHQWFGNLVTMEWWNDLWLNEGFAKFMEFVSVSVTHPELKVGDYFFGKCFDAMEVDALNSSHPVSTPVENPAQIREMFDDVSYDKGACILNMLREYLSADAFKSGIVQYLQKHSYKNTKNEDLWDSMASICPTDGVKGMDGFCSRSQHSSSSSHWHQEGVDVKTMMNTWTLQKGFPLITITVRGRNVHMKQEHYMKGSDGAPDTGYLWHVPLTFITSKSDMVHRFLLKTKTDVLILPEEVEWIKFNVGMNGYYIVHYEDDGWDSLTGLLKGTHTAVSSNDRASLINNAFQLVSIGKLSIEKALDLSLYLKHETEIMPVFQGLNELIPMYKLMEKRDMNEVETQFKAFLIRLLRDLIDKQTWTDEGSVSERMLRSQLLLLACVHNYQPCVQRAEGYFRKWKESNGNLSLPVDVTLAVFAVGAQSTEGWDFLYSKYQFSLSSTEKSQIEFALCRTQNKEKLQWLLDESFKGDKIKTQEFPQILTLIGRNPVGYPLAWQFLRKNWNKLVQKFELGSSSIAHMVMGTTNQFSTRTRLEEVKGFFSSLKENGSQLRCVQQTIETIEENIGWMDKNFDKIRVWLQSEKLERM
CFTR F508del cor – CFTR F508del correction in bronchial cells; CFBE cells, YFP halide quenching; stimulated with forskolin plus potentiator P3; % fluorescence drop versus neutral controls; AID 720511; 350,000 tested, 0.36% active; activity (quench increase), % at 7.58 µM;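 active = mean added fluorescence quench of at least 8% versus neutral control, with both replicates also reaching 8%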;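 note: cells transiently co-express mutant CFTR-F508del with the halide-sensitive YFP; corrector assay measuring rescue of mutant channel to the surface after 24 h compound exposure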
RAD52 anneal inh – inhibitors of human RAD52 DNA annealing. P43351. recombinant RAD52 DNA annealing, FRET fluorescence. inhibition, % at 18.7 µM. 360,000 tested, 0.46% active;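 active = every replicate showing at least 50% inhibition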
* = called active by the depositor; · = not tested or not shown. Compounds were not picked by outcome. Share with any hit: about 3.3%.

SMILES	GSIS activator	esBAF inh	ARNT TACC3 PPI	XiGFP reactiv	RAD54 branch	ERAP1 inh	CFTR F508del cor	RAD52 anneal inh
O=C(NCc1ccco1)c1nc2c(nnn2Cc2ccccc2Cl)c(=O)[nH]1	-10	-4	4	·	-30	4	5.5	-26
CN1CCN(C(=O)C[C@@H]2CC[C@@H]3[C@@H](COc4ccc(NC(=O)C5CCCC5)cc4C(=O)N3C)O2)CC1	5	·	·	0.1	·	2	-0.3	-6
CCOC(=O)C1=C(C)NC(=S)NC1c1ccc(OCC(=O)N2CCCCCC2)c(OC)c1 (stereo not given)	7	1	2	0.3	-6	3	-1.9	-13
COCn1cnc(-c2ccccc2)c1-c1ccccc1	7	-12	-5	-0.1	-1	4	-2.4	-5
CNC[C@H]1OCCCC[C@H](C)Oc2ccc(NC(=O)CCC(F)(F)F)cc2C(=O)N([C@@H](C)CO)C[C@H]1C	3	-1	·	-0.9	·	·	-4.1	·
CN(Cc1ccccc1)C(=O)c1[nH]cnc1C(=O)NCC(=O)OCc1ccccc1	-28	4	1	0.1	0	0	1.9	-9
O=C(Nc1nc2c(F)cc(F)cc2s1)C1CC1	·	49*	·	0.6	-2	0	1.0	-4
O=C(CN(Cc1ccco1)C(=O)c1ccc(F)cc1)Nc1ccccc1Br	-4	1	·	0.0	6	0	-2.2	-20
CCn1c(=O)cc(SCC(=O)NCc2ccc3c(c2)OCO3)c2ccccc21	-11	4	-18	·	7	1	1.6	1
COC(=O)[C@H](Cc1ccccc1)NC(=O)N1CCN(c2ccccc2)CC1	-20	4	-3	0.1	6	5	-0.9	-11
Cc1ccsc1/C=C(\C#N)C(=O)NCc1cccnc1	4	-5	1	-0.1	-6	·	·	·
CC(=O)Nc1ccc(C(=O)OCC(=O)NC(=O)NCc2ccccc2)cc1	·	0	·	0.2	-1	-6	·	-12
Cc1ccc(OCCn2ccnc2)c([N+](=O)[O-])c1	·	-14	-5	0.0	1	-1	-3.3	1
C[C@H]1CN([C@@H](C)CO)S(=O)(=O)c2ccc(C#Cc3cccnc3)cc2O[C@@H]1CN(C)CC1CCOCC1	21	-3	-1	0.0	-2	0	-0.5	9
CCCOc1ccc(C(=O)Nc2ccc(S(=O)(=O)N3C[C@@H]4C[C@@H](C3)c3cccc(=O)n3C4)cc2)cc1	2	12	·	·	-1	-6	3.0	-4
CC1(C(=O)NS(=O)(=O)c2cccc(C#N)c2)CCN1C(=O)Cc1ccc(-c2ccccc2)cc1 (stereo not given)	·	-7	·	-0.1	-12	-1	-2.1	-1
COCC(=O)Nc1ccc2c(c1)C(=O)N(C)C[C@@H](OC)[C@H](C)CN(C(=O)Nc1ccccc1F)[C@H](C)CO2	-13	-5	-9	1.0	-13	-5	-1.3	6
Cc1nc(-c2ccc([N+](=O)[O-])cc2)c(-c2ccccc2)o1	98*	-12	18	-0.1	4	2	-2.2	-21
O=C(c1ccco1)N1CCN(C(c2cccs2)c2sc3ncnn3c2O)CC1 (stereo not given)	·	-9	19	0.0	-7	-3	3.0	-7
CCC(=O)N1[C@@H]2Cn3c(ccc(-c4ccccc4)c3=O)[C@H]1[C@@H](C(=O)N1CCN(C)CC1)[C@@H]2CO	6	-3	-1	0.0	10	-1	3.3	3
O=C(Cc1ccc(Cl)cc1Cl)OCC(=O)N1CCN(C(=O)c2ccco2)CC1	-4	·	-3	-0.1	·	-5	3.0	-2
O=C(CCc1nc2ccccc2c(=O)[nH]1)N1CCN(S(=O)(=O)c2ccc(F)cc2)CC1	-2	-3	-5	-0.1	-6	-6	1.1	-15
COc1ccc(S(=O)(=O)Nc2ccc(NC(C)=O)cc2)cc1	3	-1	-1	·	-7	·	·	·
CCOc1ccccc1OCC(=O)Nc1cccc(S(=O)(=O)N2CCCCCC2)c1	-17	·	13	0.2	8	0	3.8	-13
COCCN(C(=O)c1csnn1)C(C(=O)NC(C)(C)C)c1cccc(OC)c1 (stereo not given)	22	-10	-7	·	2	·	·	·

(more compounds)
SMILES	GSIS activator	esBAF inh	ARNT TACC3 PPI	XiGFP reactiv	RAD54 branch	ERAP1 inh	CFTR F508del cor	RAD52 anneal inh
CC(=O)Nc1cc(-c2cccc(C)c2)cn2c(-c3ccc(S(C)(=O)=O)cc3)cnc12	-5	2	·	-0.1	6	-4	-1.8	-67
COc1cccc(CNC(=O)COc2cccc3c2OC(C)(C)C3)c1	30	-8	·	-0.2	3	0	-0.3	-2
COc1ccc(C(=O)N2CCCC(N3CCN(c4ccccc4OC)CC3)C2)c(OC)n1 (stereo not given)	1	-3	-1	0.0	-5	-6	-1.3	-9
Cc1ccc(OCc2cc(C(=O)N(C)Cc3cc(C4CC4)n[nH]3)no2)cc1C	58	5	-1	0.1	-2	2	-1.7	-17
COc1ccc(NC(=O)N(C)C[C@H]2Oc3ccc(NS(=O)(=O)c4ccc(F)cc4)cc3CC(=O)N([C@H](C)CO)C[C@@H]2C)cc1	-2	-1	·	-1.3	·	-3	-0.5	-5
CCCNC(=O)C1(C)CCN(Cc2ccc(OCc3ccccc3)cc2)C1 (stereo not given)	·	17	·	-0.1	3	-12	-2.1	-6
CCN(CC(=O)NC(C)C)C(=O)Cc1ccc(C)c(C)c1	7	·	-4	0.0	·	-2	-1.2	-15
Nc1nc(N2CCCCC2)c(C=O)c(N2CCCCC2)n1	8	·	9	0.4	·	6	1.6	-11
Cn1c(O)c(N=NC(=O)c2ccco2)c2ccccc21	-1	·	11	0.0	·	-1	-0.2	6
Cc1c([N+](=O)[O-])cc(C(=O)NCc2ccc(F)cc2)cc1[N+](=O)[O-]	2	·	-4	0.0	·	-2	2.3	-9
CSc1ccc(NC(=O)C2(C)CCN2C(=O)Cc2ccc(C(C)(C)C)cc2)cc1 (stereo not given)	-53	6	·	0.0	0	-2	-4.0	-6
Cc1cc(C)n2nc(SCC(=O)c3cc(C)n(-c4cc(C)on4)c3C)nc2n1	-56	3	0	·	14	·	·	·
CC(C)c1ccccc1-n1c(SCc2cc(=O)oc3ccc4ccccc4c23)nnc1-c1cccnc1	11	·	2	0.0	·	7	·	-21
COc1cc(NC(=O)c2ccccc2F)c(OC)cc1NC(=O)CN1CCOCC1	0	2	-15	0.0	-9	10	·	-18
O=C(c1cc(COc2ccc(F)cc2F)on1)N1CCN(C(=O)c2ccco2)CC1	1	·	2	0.3	-6	-1	1.9	-40
CCC(=O)N(C)C[C@@H]1[C@@H](c2ccc(-c3ccccc3F)cc2)[C@H](CO)N1C(C)=O	-4	-8	6	0.1	0	-2	1.1	-28
COc1ccc(-c2nnc(SCc3ccc(C(=O)O)cc3)o2)cc1OC	12	2	-2	0.0	0	0	-1.3	-9
COCC(=O)N(C)C[C@@H]1Oc2ncc(C3=CCCC3)cc2C(=O)N([C@@H](C)CO)C[C@@H]1C	31	-5	4	-0.6	6	·	-2.7	0
CSc1ccc(NC(=O)NCCN2CCc3ccccc3C2)cc1	2	4	12	·	3	·	·	·
C=C(C)C1CC=C(C)/C(=N/NC(=O)c2ccoc2C)C1 (stereo not given)	0	73*	4	0.1	-1	·	·	·
Cc1ccc(Cl)c(OCC(=O)N(C)CC(=O)Nc2ccc(N3CCOCC3)cc2)c1	-1	·	-1	0.0	0	3	-0.5	-7
N#CC1(Nc2ccc(Br)cc2)CCCC1	2	·	-10	0.2	4	-4	4.1	-5
Cc1ccsc1/C=N/N1CCN(C2c3ccccc3-c3ccccc32)CC1	-15	8	7	·	-4	·	·	·
Nc1nc(SCC(=O)c2cccs2)n[nH]1	11	·	-19	0.1	·	-1	2.6	-7
Cc1ccc(CNC(=O)C2COc3ccccc3O2)cc1 (stereo not given)	3	·	-7	0.1	·	0	-3.6	0

Next section, overlapping the part above by 2 compounds.
SMILES	GSIS activator	esBAF inh	ARNT TACC3 PPI	XiGFP reactiv	RAD54 branch	ERAP1 inh	CFTR F508del cor	RAD52 anneal inh
Nc1nc(SCC(=O)c2cccs2)n[nH]1	11	·	-19	0.1	·	-1	2.6	-7
Cc1ccc(CNC(=O)C2COc3ccccc3O2)cc1 (stereo not given)	3	·	-7	0.1	·	0	-3.6	0
CC(=O)Oc1cc(C)cc2oc(=O)cc(-c3ccccc3)c12	·	7	16	-0.1	-1	-1	5.7	-13
CC(C)C1Nc2ccc(S(=O)(=O)N3CCOCC3)cc2NC1=O (stereo not given)	-1	1	-2	0.0	-5	0	-3.3	-13
Cc1ccc(SCCSc2ncccn2)cc1	3	20	-11	0.2	-4	-1	-3.0	-6
O=C1c2ccccc2NC2(CCCC2)N1N=C1CCCC1	3	·	4	-0.1	2	2	1.6	-9
C=CCn1c(SCC(=O)NC2CCCC2)nnc1-c1ccccn1	9	-4	9	0.0	2	0	-1.2	4
CC(C)(C)CN1CCNC(=O)C1CC(=O)N1CCN(c2ccccc2)CC1 (stereo not given)	-5	-1	28	0.1	-9	-1	0.9	-17
O=C(O)c1ccc(NCc2nc3ccccc3n2CCOc2ccccc2Cl)cc1	13	3	5	0.0	3	1	1.2	-35
COc1cc(OC)c(NC(=S)Nc2cc(Cl)cc(Cl)c2)cc1Cl	1	·	-6	0.0	·	2	-5.1	-19
COCCN=c1scc(-c2cccs2)n1/N=C/c1ccc(O)c(O)c1O	-25	·	64*	0.0	·	7	-0.9	-13
C[C@H]1C(c2ccc(F)cc2)=NN(c2ccccc2)[C@@H]1CO	-34	-7	-49	0.4	-4	·	-0.8	-7
C[C@H](CO)N1C[C@H](C)[C@@H](CN(C)C(=O)c2ccc(F)cc2)Oc2cc(C3=CCCCC3)ccc2S1(=O)=O	-14	4	28	0.7	-14	3	-0.1	-1
O=C(NCCC(=O)N(Cc1ccco1)Cc1cccs1)c1ccc(Br)cc1	-37	-4	7	0.3	-8	3	-1.7	-15
CCN(CC)S(=O)(=O)c1ccc2c(c1)CC(C(=O)N1CCCC1)N2C(C)=O (stereo not given)	-4	9	7	-0.1	13	0	3.9	-5
CCOc1cc(/C=N/n2cnnc2)ccc1OS(=O)(=O)c1ccccc1	1	2	·	0.0	0	-3	-1.8	-23
COC(=O)c1ccc(CC2(C)C(=O)Nc3ccc(OC(F)(F)F)cc32)o1 (stereo not given)	·	4	·	0.0	4	2	-0.5	-2
CCCCn1c(N)c(N(CC(C)C)C(=O)c2cccc(S(=O)(=O)N3CCN(C)CC3)c2)c(=O)[nH]c1=O	6	·	-17	0.3	·	-10	-3.5	-12
CN(C)c1ccc2c(c1)[C@@H]1C[C@H](CC(=O)NCc3ccc(Cl)cc3)O[C@H](CO)[C@@H]1O2	-8	2	16	0.3	-4	-5	-0.4	-22
S=C(Nc1ccc2nsnc2c1)N1CCCCC1	-23	·	29*	0.0	·	-3	-0.3	-5
O=C(CN1C(=O)CCS(=O)(=O)c2ccccc21)NCCc1ccccc1	-2	-6	-10	0.3	7	5	-0.8	0
CC(OC(=O)CCCN=C1NS(=O)(=O)c2ccccc21)C(=O)NC1CCCCC1C (stereo not given)	37	-5	-13	0.0	4	18	0.5	-11
CCn1c(=O)c(C(=O)NNS(=O)(=O)c2ccc(NC(=O)OC)cc2)c(O)c2ccccc21	22	-5	-3	0.3	-3	2	0.3	0
CC(C)N1CCN(Cc2cccn2-c2nccs2)CC1CCO (stereo not given)	8	-2	-1	0.0	5	13	-0.9	-22
COc1ccc(Cl)cc1N1C(=O)CC(N2CCN(S(=O)(=O)c3ccccc3F)CC2)C1=O (stereo not given)	3	2	1	0.0	-11	0	-1.0	-3

A few values from the entries so far:
GSIS activator with `C=CCn1c(SCC(=O)NC2CCCC2)nnc1-c1ccccn1` is entered as 9
XiGFP reactiv with `CC(=O)Oc1cc(C)cc2oc(=O)cc(-c3ccccc3)c12` is entered as -0.1
RAD54 branch with `CC(OC(=O)CCCN=C1NS(=O)(=O)c2ccccc21)C(=O)NC1CCCCC1C` (stereo not given) is entered as 4
CFTR F508del cor with `CC(C)(C)CN1CCNC(=O)C1CC(=O)N1CCN(c2ccccc2)CC1` (stereo not given) is entered as 0.9
